Screening results as filed in PubChem BioAssay.
E coli growth: E. coli V3065 growth inhibition, primary screen, counter-screen for AddAB inhibitor project, absorbance, OD600. 18 h. inhibition, % at 11.9 µM. 0.27% of 330,000 active;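 active = inhibition above the campaign's mean inhibition across all tested compounds plus 3 SD, cut at about 9.9% in these data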;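 note: uninfected addAB+ strain grown without phage in ampicillin broth; 0% = DMSO wells and 100% = ciprofloxacin 0.95 µg/ml wells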
MOR-DOR ag: agonists of OPRM1-OPRD1 heterodimerization, primary screen, cell-based, luminescence | cells | activation, % at 9.3 µM | 0.3% of 340,000 active; in the data active = activation above about 18%;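 note: 0% = vehicle-treated cells and 100% = reference agonist; values of inactives mirror those of a sister screen read the other way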
OPRM1-OPRD1 inv: inverse agonists of MOR-DOR heterodimerization, primary screen, cell-based, luminescence; AID 504357, 2011; cell-based MOR-DOR heterodimer luminescence, inverse agonism; Mu-type opioid receptor (Homo sapiens) + Delta-type opioid receptor (Homo sapiens), …; inhibition, % at 9.3 µM; 0.21% of 340,000 active; in the data active = inhibition above about 22%, passing the limit was not always enough;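 note: 0% = cells with DMSO and 100% = wells without cells with DMSO; values of inactives mirror those of a sister screen read the other way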
PKA-R1A act: activators of PKA-R1A holoenzyme, primary screen, biochemical, fluorescence polarization, Cy5-IP20, bovine R1A, mouse PKAc | PKA-R1A dissociation; scaled: DMSO 0%, 113 µM cGMP 100% | 0.083% of 340,000 active | cAMP-dependent protein kinase type I-alpha regulatory subunit (Bos taurus) + … | activation, % at 11.4 µM | AID 504707, 2011;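 active = percent activation above the mean of all tested compounds plus 3 SD, cut at about 19% in these data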;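 note: higher means more PKAc released from R1A so a rise in polarization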
HTR5A ag: HTR5A agonists in luminescence cell assay, primary screen, counter-screen for OPRM1-OPRD1 heterodimer agonist project, full-deck HTS; 5-hydroxytryptamine receptor 5A (Homo sapiens), P47898; cell-based; activation, % at 9.3 µM; 0.61% of 340,000 active; AID 504692, 2011; in the data active = activation mostly above about 9.5%, no sharp cut-off; inactive = mostly below about 7.6%;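 note: 0% = cells with vehicle only and 100% = reference agonist; strong numbers were not always called active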
Target sequence (P47898 whole entry, looked up): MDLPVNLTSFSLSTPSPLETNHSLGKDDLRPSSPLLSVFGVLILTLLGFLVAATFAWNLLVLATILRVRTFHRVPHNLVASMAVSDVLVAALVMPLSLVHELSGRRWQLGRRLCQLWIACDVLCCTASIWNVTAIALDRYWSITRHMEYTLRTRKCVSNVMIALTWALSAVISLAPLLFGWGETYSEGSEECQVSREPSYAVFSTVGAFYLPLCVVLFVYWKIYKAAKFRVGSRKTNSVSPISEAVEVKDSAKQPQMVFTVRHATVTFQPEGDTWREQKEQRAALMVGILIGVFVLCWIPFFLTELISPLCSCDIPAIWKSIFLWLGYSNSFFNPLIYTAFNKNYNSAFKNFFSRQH
Pemphigus Ab inh: inhibitors of pemphigus antibody binding to DSG3, primary screen, biochemical, bead-based, flow cytometry, scFv-GFP | Desmoglein-3 (Homo sapiens), P32926 | DSG3-coupled beads, scFv-anti-DSG3-GFP binding; stronger effect = lower value | binding (percent of control), % at 10 µM | 0.48% of 310,000 active | AID 588358, 2011;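 active = binding more than 3 SD below its plate's average and above zero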;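 note: hits lower antibody fragment binding to DSG3; some compounds called inactive have numbers as strong as hits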
PfHsp90 set2: growth inhibition of PfHsp90-expressing yeast, primary screen, antimalarial PfHsp90 inhibitor project, S. cerevisiae, BacTiter-Glo luminescence, single point, set 2 | 0.32% of 310,000 active | BacTiter-Glo ATP, 48 h; yeast lacking PDR1 and PDR3 efflux regulators | inhibition, % at 9.4 µM;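 active = every replicate shows inhibition above about 80%, whatever the replicate mean, limit read from the data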;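 note: 0% = DMSO neutral controls and 100% = 20 µM radicicol positive controls; yeast relying on Plasmodium falciparum Hsp90 in place of its own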
AddAB inh: growth inhibition of E. coli expressing H. pylori AddAB, primary screen, AddAB inhibitor project, absorbance; inhibition, % at 11.9 µM; 0.29% of 330,000 active; AID 435030, 2010; in the data active = inhibition above about 12%;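 note: 0% = vehicle wells of infected cells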
HTR5A inv ctr: HTR5A inverse agonists in luminescence cell assay, primary screen, counter-screen for OPRM1-OPRD1 heterodimer inverse agonist project, full-deck HTS; 5-hydroxytryptamine receptor 5A (Homo sapiens), P47898; HTR5A cell line, inverse agonism; inhibition, % at 9.3 µM; 0.083% of 340,000 active; AID 504634, 2011; in the data active = inhibition mostly above about 23%, no sharp cut-off; inactive = mostly below about 18%;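 note: 0% = cells with DMSO and 100% = no-cell wells with DMSO; some compounds called inactive have numbers as strong as hits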
SUMO Mot1 rescue: yeast Mot1-301 growth rescue at high temperature, primary screen, SUMOylation pathway inhibitor project, S. cerevisiae, ATP luminescence, 38.5C | S. cerevisiae Mot1-301 growth rescue; percent above DMSO median, 100 means doubled | growth rescue, % at 18.8 µM | 1% of 320,000 active | AID 2716, 2010;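 active = every valid replicate shows activation above 250% relative to neutral control wells; inactive = the rest, any valid replicate at or below 250%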;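 note: OY570 slx delta 5 strain wells were the positive control but not used for scaling; some compounds called inactive have numbers as strong as hits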
phage Ecoli inh: growth loss of phage-infected E. coli, primary screen, RecBCD inhibitor project, absorbance, with phage, HTS; AID 651602, 2012; 0.26% of 360,000 active; inhibition, % at 11.9 µM; in the data active = inhibition above about 11%
* hit, by the source's call; x = not tested or not shown.

SMILES	E coli growth	MOR-DOR ag	OPRM1-OPRD1 inv	PKA-R1A act	HTR5A ag	Pemphigus Ab inh	PfHsp90 set2	AddAB inh	HTR5A inv ctr	SUMO Mot1 rescue	phage Ecoli inh
CCS(=O)(=O)N1Cc2ccccc2CC1C(=O)Nc1cccc(C)c1 (stereo unspecified)	-0.9	-1.3	7.1	-17.2	0.1	95.5	12.7	1.9	-0.3	20.3	6.3
CCNc1nc(N2CCOCC2)nc(N(c2ccccc2)c2ccccc2)n1	-2.9	-2.1	11.2	-7.2	2.1	77.5	x	-0.7	0.9	-0.7	2.1
FC(F)Oc1ccc(N=C2SCC3CCCCN23)cc1 (stereo unspecified)	2.8	1.2	-10.0	-0.2	-1.7	97.7	12.2	2.4	-13.7	84.1	1.7
CS(=O)(=O)Nc1ccccc1C(=O)Nc1ccccc1Cl	1.2	0.0	0.1	8.2	8.2	66.2*	5.5	2.2	14.5	7.9	2.9
COc1ccc(OC)c(NC(=O)CSc2nnc(CNc3ccc(F)cc3)o2)c1	1.9	-1.6	8.6	2.4	0.3	102.2	x	2.6	-3.0	x	1.5
Cc1cc([N+](=O)[O-])ccc1NC(=O)CCC(=O)N1CCCC1	-0.7	-0.3	1.9	0.7	-3.7	98.7	11.0	-1.1	10.0	239.3	2.3
CC(=O)Nc1ccc(S(=O)(=O)NCc2nnnn2-c2ccc(Cl)cc2)cc1	1.1	-4.2	21.6	-7.2	-1.2	108.2	x	1.6	3.4	69.5	6.7
CS(=O)(=O)Nc1cccc(S(=O)(=O)N2CCN(C(=O)c3ccccc3)CC2)c1	0.9	-2.5	13.5	-9.4	4.2	103.8	-0.8	1.6	-11.5	101.7	-0.1
Cn1nccc1NC(=O)Nc1cccc(Br)c1	-0.2	0.4	-2.0	-3.2	-0.2	96.7	50.3	2.2	0.9	-13.8	x
Cc1cccc(OCC(=O)NCc2ccccc2)c1	-0.3	-2.3	10.3	1.9	-1.1	108.3	17.2	0.5	3.8	129.5	2.5
O=C(NCCN1CCOCC1)c1cccc(NS(=O)(=O)c2ccc(Br)cc2)c1	-2.6	1.5	-9.8	-11.8	0.6	99.7	-4.4	-0.1	-7.8	315.7	4.3
O=c1c2cnn(-c3ccccc3)c2ncn1Cc1ccccc1	-0.5	0.7	-4.0	-7.3	3.7	99.8	3.2	1.8	-15.1	4.7	3.0
CCCCCCOc1ccc(N2C(=O)CC(N3CCC(C(=O)OCC)CC3)C2=O)cc1 (stereo unspecified)	-2.1	-0.7	4.1	-6.2	-5.1	117.4	106.4*	0.9	2.4	552.9*	2.9
Cc1ccc(Cn2ccc(NC(=O)c3cc(-c4cccc(Cl)c4)on3)n2)cc1	-5.9	3.1	-16.6	-2.4	2.6	102.7	5.6	-1.2	23.1	-2.3	x
CCN(CC)S(=O)(=O)c1ccc(OC)c(NC(=O)c2ccc(N3CCCC3=O)cc2)c1	-0.9	1.9	-7.7	-1.3	-3.0	106.8	12.5	3.4	7.2	x	-0.6
O=C(NCc1ccc(Cl)cc1)c1cccc(NC2=NC3CS(=O)(=O)CC3S2)c1 (stereo unspecified)	-3.2	-0.8	4.6	-2.0	-0.6	96.7	-2.6	-0.2	1.2	18.6	0.1
CCOC(=O)CNC(=O)CSc1nnc(Cn2c(=O)sc3ccccc32)n1C	0.3	-0.4	2.2	-9.2	-3.2	106.3	-0.7	3.5	8.5	6.7	-0.1
N#Cc1nc(COc2ccc(F)cc2)oc1N1CCN(Cc2ccccc2)CC1	0.9	0.3	-1.7	-6.8	-4.6	109.2	-1.0	3.5	13.6	165.7	-2.1
CCc1ccc(S(=O)(=O)N/N=C\c2ccc3c(c2)OCO3)cc1	-1.7	0.5	-2.5	-8.6	5.6	94.2	8.7	1.6	-3.3	144.7	4.0
CC1CCC(CN2C(Nc3ccccc3)=NC[C@@H]2Cc2ccccc2)CC1 (stereo partly specified)	2.1	-0.4	2.5	-0.5	-5.5	101.1	17.4	6.6	6.4	-5.2	3.7
O=C(NCCC(=O)N1CCC2(CC1)NCCc1[nH]cnc12)c1ccc(Br)cc1	-0.1	-1.9	9.4	-4.5	-4.1	97.7	6.0	0.0	0.0	-0.3	-4.0
O=C(NCc1cccnc1)c1cccn1-c1ncc(C(F)(F)F)cc1Cl	-0.9	-1.0	5.0	-7.7	-1.4	96.0	17.3	4.1	3.8	-7.2	2.8
FC(F)(F)c1ccc(-c2nnc(-c3cccnc3)o2)cc1	-0.9	0.4	-1.9	-3.9	3.5	110.4	-5.5	4.2	-9.7	-16.2	1.5
COc1ccc(-n2c(SCC(=O)Nc3ccc4c(c3)OCO4)nc3ccccc3c2=O)cc1	-0.6	-0.8	4.3	-2.9	2.9	92.8	x	0.3	-5.8	0.9	-0.7
CC(=O)c1cccc(NC(=O)CCc2nnc3ccc(NCc4ccco4)nn23)c1	-0.3	-1.6	8.6	-9.3	-2.2	96.1	1.1	3.2	9.0	255.7	2.4
COc1cc2nc(NC(=O)c3ccccc3)sc(=O)c2cc1OC	x	-1.4	6.7	13.1	-2.1	102.4	8.6	x	8.0	x	-1.0
CCc1nnc(NC(=O)CSc2nnc(Cc3ccccc3)n2Cc2ccccc2)s1	0.3	-2.6	15.9	1.0	-0.1	105.5	-12.2	2.2	12.6	-6.2	5.0
Cc1ccc(-c2nnc(N3CCOCC3)c3ccccc23)cc1S(=O)(=O)NCC1CCCO1 (stereo unspecified)	0.7	-0.9	4.2	-8.2	-1.4	100.0	3.5	-2.4	3.4	-1.7	3.2
COc1ccc(-c2nc3ccccc3c(=O)n2CCCN2CCOCC2)cc1	-2.7	-0.8	4.5	9.0	14.5	102.4	-35.1	0.1	1.5	-2.8	3.3
COc1cc(NC(=O)c2ccco2)c(OC)cc1NC(=O)CCC(=O)Nc1cc(C)ccc1C	-1.6	-1.4	7.5	-0.6	7.0	105.1	-5.7	0.6	-17.9	-4.8	-0.9
Cc1cc(C)c2ccc(Cl)cc2n1	-1.3	-2.0	10.4	-4.0	0.8	90.2	-13.3	-0.1	-5.8	1.7	2.1
O=C(O)CCN1C(=O)C(=C2CCCCCC2)SC1=S	1.2	-0.1	0.6	3.2	4.4	109.7	-4.7	2.4	-49.9	10.0	0.5
CCCCC(Sc1nc(N)c(NC(=O)c2ccc(OCC)cc2)c(=O)[nH]1)C(=O)O (stereo unspecified)	1.9	-2.6	16.1	-8.8	5.7	83.4	x	2.8	-3.4	-1.7	3.5
O=C(CN1C(=O)C2C3C=CC(C3)C2C1=O)N1CC(=O)N(CCc2ccccc2)C(=O)C1 (stereo unspecified)	-2.0	-1.1	4.7	-8.0	3.8	x	14.7	4.1	-9.0	-5.8	2.9
O=C(O)C1C2C=CC(C2)C1C(=O)NCCc1ccncc1 (stereo unspecified)	1.5	-0.9	5.3	2.5	1.1	106.5	x	0.4	-10.8	2.3	-0.5
COc1cc2nc(COc3ccccc3[N+](=O)[O-])oc(=O)c2cc1OC	-1.9	0.4	-2.2	9.4	0.8	104.0	4.4	3.0	-2.7	40.5	3.7

8 of these compounds in a different format.
SMILES | E coli growth | MOR-DOR ag | OPRM1-OPRD1 inv | PKA-R1A act | HTR5A ag | Pemphigus Ab inh | PfHsp90 set2 | AddAB inh | HTR5A inv ctr | SUMO Mot1 rescue | phage Ecoli inh
CC(=O)c1cccc(NC(=O)CCc2nnc3ccc(NCc4ccco4)nn23)c1 | -0.3 | -1.6 | 8.6 | -9.3 | -2.2 | 96.1 | 1.1 | 3.2 | 9.0 | 255.7 | 2.4
COc1cc2nc(NC(=O)c3ccccc3)sc(=O)c2cc1OC | x | -1.4 | 6.7 | 13.1 | -2.1 | 102.4 | 8.6 | x | 8.0 | x | -1.0
CCc1nnc(NC(=O)CSc2nnc(Cc3ccccc3)n2Cc2ccccc2)s1 | 0.3 | -2.6 | 15.9 | 1.0 | -0.1 | 105.5 | -12.2 | 2.2 | 12.6 | -6.2 | 5.0
Cc1ccc(-c2nnc(N3CCOCC3)c3ccccc23)cc1S(=O)(=O)NCC1CCCO1 (stereo unspecified) | 0.7 | -0.9 | 4.2 | -8.2 | -1.4 | 100.0 | 3.5 | -2.4 | 3.4 | -1.7 | 3.2
COc1ccc(-c2nc3ccccc3c(=O)n2CCCN2CCOCC2)cc1 | -2.7 | -0.8 | 4.5 | 9.0 | 14.5 | 102.4 | -35.1 | 0.1 | 1.5 | -2.8 | 3.3
COc1cc(NC(=O)c2ccco2)c(OC)cc1NC(=O)CCC(=O)Nc1cc(C)ccc1C | -1.6 | -1.4 | 7.5 | -0.6 | 7.0 | 105.1 | -5.7 | 0.6 | -17.9 | -4.8 | -0.9
Cc1cc(C)c2ccc(Cl)cc2n1 | -1.3 | -2.0 | 10.4 | -4.0 | 0.8 | 90.2 | -13.3 | -0.1 | -5.8 | 1.7 | 2.1
O=C(O)CCN1C(=O)C(=C2CCCCCC2)SC1=S | 1.2 | -0.1 | 0.6 | 3.2 | 4.4 | 109.7 | -4.7 | 2.4 | -49.9 | 10.0 | 0.5

Continued.
SMILES	E coli growth	MOR-DOR ag	OPRM1-OPRD1 inv	PKA-R1A act	HTR5A ag	Pemphigus Ab inh	PfHsp90 set2	AddAB inh	HTR5A inv ctr	SUMO Mot1 rescue	phage Ecoli inh
COCc1nnc(NC(=O)C23CC4CC(CC(C4)C2)C3)s1	x	-0.7	4.3	-0.6	1.3	94.7	-9.4	x	-3.8	x	-1.3
O=C(CSc1ncn[nH]1)c1ccc2c(c1)OCCO2	2.1	2.5	-12.7	-4.8	2.9	108.7	x	1.5	-21.1	66.8	0.2
CC(C)Nc1nc(-c2cccnc2)nc(-c2ccc(Cl)cc2)c1C#N	-2.8	-3.4	17.0	-12.0	-0.1	88.8	-10.1	-2.9	0.6	-14.5	0.0
C=Cn1nc(C)c2ccccc2c1=O	-1.1	-2.7	11.3	-11.2	0.5	x	7.8	1.2	-1.2	-4.9	3.2
O=C(COc1ccc(F)cc1)N1CCC(c2ccccc2)C1 (stereo unspecified)	-0.4	-1.4	7.4	5.1	3.1	107.0	4.7	-0.2	-4.4	-2.2	1.6
COc1ccc(CNc2cccc3[nH]c(C(F)(F)F)nc23)cc1	0.0	0.1	-0.6	-9.2	0.8	98.4	1.5	2.9	-3.1	-0.6	-0.9
CC1(C)CC(NC(=O)COc2ccc3ccccc3c2)CC(C)(C)N1	-0.2	-0.8	4.0	0.6	-0.6	101.3	0.8	2.2	2.2	-0.5	1.1
Cc1ccc(NC(=O)C(C)OC(=O)C2CC3CCCC(C2)C3=O)cc1S(=O)(=O)N1CCOCC1 (stereo unspecified)	x	-4.3	16.1	-1.1	-4.6	x	-21.1	x	-15.4	x	2.3

Not a hit list; about 3.2% have a hit in one of these screens.
